High-throughput results deposited in PubChem by National Center for Advancing Translational Sciences (NCATS).
TRHR ag = qHTS for Small Molecule Agonists and Allosteric Enhancers of Human TRH Receptor: Primary Screen for Agonists; TRHR cells, calcium flux fluo-8, FDSS agonist mode; Thyrotropin-releasing hormone receptor (Homo sapiens), P34981; 360,000 compounds, 0.18% hits; activation, % at 2 µM; note: 0% is about no effect
Target sequence (P34981 whole entry, looked up): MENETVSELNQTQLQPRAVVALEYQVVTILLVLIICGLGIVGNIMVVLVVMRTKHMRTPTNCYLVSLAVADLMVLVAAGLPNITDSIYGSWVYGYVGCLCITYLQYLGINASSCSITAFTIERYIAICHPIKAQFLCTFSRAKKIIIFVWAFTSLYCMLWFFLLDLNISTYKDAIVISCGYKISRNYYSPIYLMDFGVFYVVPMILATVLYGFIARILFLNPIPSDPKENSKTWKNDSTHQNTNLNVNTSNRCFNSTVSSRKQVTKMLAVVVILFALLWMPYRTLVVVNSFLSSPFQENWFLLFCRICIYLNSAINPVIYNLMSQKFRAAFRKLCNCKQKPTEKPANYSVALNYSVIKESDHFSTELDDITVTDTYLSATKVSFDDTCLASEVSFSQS
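In this calcium-flux screen, cells bearing human TRHR are dye-loaded with fluo-8, baselined for 10 cycles, then exposed to library compounds; positive kinetic calcium responses during the agonist phase mark hits, with TRH as control.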
D2 ag = HTS Assay for Allosteric Agonists of the Human D2 Dopamine Receptor: Primary Screen for Agonists | D(2) dopamine receptor (Homo sapiens), P14416 | HEK293 T-REx D2 cells, calcium flux agonist mode | activation, % at 2 µM | 340,000 compounds, 0.53% hits | AID 485358, 2010;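 active = activation over 3 SD above normal in the single-dose calcium agonist read, cut at about 30% in these data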; note: 0% is about no effect
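Agonism scored from kinetic calcium signal (1 read/sec, 180 s) following compound pin transfer, after a 10 s baseline. Cells: HEK293 Trex line expressing inducible D2 receptor coupled to calcium, dye-loaded after overnight culture at 30 C.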
D2 potentiator = HTS Assay for Positive Allosteric Modulators of the Human D2 Dopamine Receptor: Primary Screen for Potentiators; D(2) dopamine receptor (Homo sapiens), P14416; HEK293 T-REx D2, calcium flux, EC20 dopamine potentiation; potentiation, % at 10 µM; 340,000 compounds, 0.34% hits; AID 485347, 2010;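 active = potentiation over 3 SD above the plate norm, cut at about 30% in these data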; note: 0% is about no effect
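Tetracycline-induced HEK293 T-REx cells force-coupled to calcium signalling expressed D2; compounds were pin-added after a 10 s baseline, read kinetically 180 s, then an EC20 dopamine challenge followed with a further 180 s calcium read.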
TRHR PAM = qHTS for Small Molecule Agonists and Allosteric Enhancers of Human TRH Receptor: Primary Screen for Enhancers; TRHR cells, fluo-8 calcium fluorescence, EC20 TRH enhancement; enhancement, % at 2 µM; 360,000 compounds, 0.66% hits; in the data active = enhancement above about 30%; note: 0% is about no effect
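TRHR-expressing cells loaded with fluo-8 calcium dye were read kinetically (ex 480/em 530) during compound addition, then stimulated with an EC20 of TRH (10 nM final). Enhancement of the Gq-mediated intracellular calcium response was scored.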
D2 antag = HTS Assay for Allosteric Antagonists of the Human D2 Dopamine Receptor: Primary Screen for Antagonists | 340,000 compounds, 2% hits | HEK293 TREx D2 cells, calcium flux, dopamine EC80 | AID 485344, 2010 | inhibition, % at 10 µM; in the data active = inhibition above about 30%; note: 0% is about no effect
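Inhibition of EC80 dopamine-driven calcium flux, recorded kinetically, defines activity here; cells are a tetracycline-induced HEK293 T-REx line expressing force-coupled D2.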
D1 antag = Antagonist of Human D 1 Dopamine Receptor: qHTS | D(1A) dopamine receptor (Homo sapiens), P21728 | HEK293 TREx D1 cells, calcium flux, dopamine EC80; hits give low values | activity change, negative = inhibition, % at 10 µM | 360,000 compounds, 3.2% hits | AID 504652, 2011; in the data active = activity change below about -30%; note: % is set by controls: 0 for no effect and ±100 for the full control effect
Target sequence (P21728 whole entry, looked up): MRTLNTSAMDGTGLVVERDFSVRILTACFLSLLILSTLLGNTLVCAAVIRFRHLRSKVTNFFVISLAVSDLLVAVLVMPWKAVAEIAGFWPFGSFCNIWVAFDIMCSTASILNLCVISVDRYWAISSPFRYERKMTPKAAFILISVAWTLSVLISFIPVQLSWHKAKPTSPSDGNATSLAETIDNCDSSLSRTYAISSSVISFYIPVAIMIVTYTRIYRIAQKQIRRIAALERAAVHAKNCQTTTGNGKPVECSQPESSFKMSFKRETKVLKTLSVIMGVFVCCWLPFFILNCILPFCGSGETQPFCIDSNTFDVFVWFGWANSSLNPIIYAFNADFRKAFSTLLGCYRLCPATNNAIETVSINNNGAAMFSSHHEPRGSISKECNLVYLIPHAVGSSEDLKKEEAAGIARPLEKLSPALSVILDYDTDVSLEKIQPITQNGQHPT
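Allosteric or orthosteric antagonism assessed as attenuation of the calcium response to EC80 dopamine, added 180 s after compound, in induced HEK293 Trex D1 cells loaded with no-wash calcium dye.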
D1 ag = Allosteric Agonists of the Human D1 Dopamine Receptor: qHTS. D(1A) dopamine receptor (Homo sapiens), P21728. HEK293 T-REx D1 cells, calcium flux, agonist mode. activation, % at 2 µM. 360,000 compounds, 1% hits; note: 0% is about no effect
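Inducible HEK293 T-REx D1 cells, force-coupled to calcium signalling, were plated at 4000 cells/well with tetracycline and held overnight at 30 C. After no-wash calcium dye loading, compound-evoked calcium rise over 180 s flagged agonists.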
RXFP1 antagonist = qHTS Assay for Antagonists of the Relaxin Receptor RXFP1; activity change, negative = inhibition, % at 57.5 µM; Relaxin receptor 1 (Homo sapiens), Q9HBX9; 350,000 compounds, 0.59% hits; HEK293-RXFP1, relaxin-stimulated cAMP HTRF, 30 min; hits give low values;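 active = activity change of -60% or lower, but not beyond a set lower limit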; note: % is set by controls: 0 for no effect and ±100 for the full control effect
D1 PAM = Potentiators of Human D1 Dopamine Receptor: qHTS; D(1A) dopamine receptor (Homo sapiens), P21728; HEK293 TREx D1 cells, calcium flux, dopamine EC20 potentiation; potentiation, % at 10 µM; 360,000 compounds, 0.036% hits; AID 504651, 2011; in the data active = potentiation above about 30%; note: 0% is about no effect
* marks the source's active call; other numbers are inactive results; / = no result given. Cut-off read from the data, not from the text of the source, unless noted: active = activation above about 30%; inactive = the rest.

SMILES	TRHR ag	D2 ag	D2 potentiator	TRHR PAM	D2 antag	D1 antag	D1 ag	RXFP1 antagonist	D1 PAM
Cc1ccc(O/C=C2\OC(=O)c3ccccc32)cc1	0.1	-0.4	-3	5	-18	-3	2	2	-1
Cc1[nH]nc2c1C(c1ccccc1F)CC(=O)N2 (stereo not drawn)	0.0	0.6	-1	4	-14	0	-1	-3	3
COc1ccc(S(=O)(=O)N2CCC(NC(=O)c3cccnc3)CC2)cc1	-0.4	-0.2	24	-2	-6	1	-1	-8	-4
C=CCN(C1CCCCC1)S(=O)(=O)c1ccc2c(c1)oc(=O)n2C	-0.4	0.7	4	-5	4	-13	2	/	-1
O=C(c1ccccc1Cl)N(Cc1ccc(Cl)c(Cl)c1)N1C(=O)CCCC1=O	-1.8	0.6	0	-4	19	-6	1	-2	-1
Cc1ccc(OCC(=O)NNC(=O)CCc2ccccc2)c(Br)c1	0.0	-0.3	6	-2	-13	-7	1	-4	-1
CCCN(CCC)C(=O)CSc1nc2ccsc2c(=O)n1NC(=O)c1ccccc1	0.9	6.7	4	-12	-2	15	3	9	2
Cn1c2c(c(=O)[nH]c1=O)C(c1cccc(O)c1)C1=C(N2)c2ccccc2C1=O (stereo not drawn)	0.2	3.1	-2	2	8	-1	2	-18	-1
O=C1C(=O)N(CNc2ccccn2)c2ccccc21	1.1	-0.6	-11	-1	-17	4	1	19	-6
CN1CCN(C(=O)c2cc3c(s2)-c2ccccc2S(=O)(=O)C3)CC1	-0.1	0.3	-9	-5	0	-12	-1	/	4
CC(C)N(CCNC(=O)c1ccc(CS(=O)(=O)c2c(Cl)cccc2Cl)o1)Cc1ccccc1	-0.2	-0.9	-24	6	-18	3	4	26	-1
CC(=O)Nc1ccc(S(=O)(=O)NNC(=O)NC23CC4CC(CC(C4)C2)C3)cc1	1.2	1.2	1	4	-2	14	2	-4	3
Cc1ccc(C)c(N2CCN(S(=O)(=O)c3ccc(-c4ccc(=O)[nH]n4)o3)CC2)c1	0.8	/	/	-2	/	-2	2	0	-3
Cc1cc(C(=O)NCc2ccc(S(N)(=O)=O)cc2)c(C)o1	-0.1	-0.3	-4	2	30*	-4	0	4	5
Cc1cc(C)nc(NC2=NCCN2C(=S)Nc2c(C)cccc2C)n1	-1.2	0.0	3	8	-4	/	0	5	-6
CCCCn1cc(S(=O)(=O)c2ccc(CC)cc2)c(=O)c2cc(F)c(N3CCOCC3)cc21	0.1	-0.1	-4	8	/	9	1	-11	1
COc1ccc(-c2nc(N)n[nH]2)cc1OC	-0.6	-1.4	-3	5	-9	6	1	0	-2
C=C(C)Cc1c(C)c(C#N)c2[nH]c3ccccc3n2c1=O	2.5	2.0	-3	-3	13	-21	18	3	-4
CCC(=O)N(Cc1ccco1)c1nc(-c2cc(OC)ccc2OC)cs1	-0.2	0.3	8	-2	-8	-10	4	-7	-4
Cc1cccc(NC(=O)c2ccc3[nH]c(C)cc(=O)c3c2)c1	0.2	4.9	-2	-3	/	-9	1	-3	2
Cc1cccc(NC(c2nnc(-c3ccccc3)o2)c2ccc(F)cc2Cl)c1C (stereo not drawn)	0.6	/	3	7	/	20	2	/	-6
CC1(C)CC(=O)C=C(c2cccc(O)c2)C1	0.1	/	/	0	/	-6	1	/	-4
Cc1ccc2c(Cl)cc(Cl)c(OCC(=O)Nc3cc(C)on3)c2n1	-0.2	0.2	7	-10	-9	-4	-1	/	1
Cc1ccccc1N=C/C=C1/C=C(c2ccccc2)OC(C)(C)O1	0.5	-0.2	18	5	-16	16	-1	-10	4
Cc1c(N2C(=O)c3ccc4c5c(ccc(c35)C2=O)CC4)c(=O)n(-c2ccccc2)n1C	-0.2	-0.2	4	-3	-6	-4	1	-8	-8

More structures
SMILES	TRHR ag	D2 ag	D2 potentiator	TRHR PAM	D2 antag	D1 antag	D1 ag	RXFP1 antagonist	D1 PAM
Cc1cc(N/N=C/c2ccc(O)cc2O)nc(N2CCOCC2)n1	0.3	-0.8	4	16	-54	12	1	-3	-2
C[C@@H](N)C(=O)NC[C@H]1CC[C@H](C(=O)N[C@@H](Cc2ccccc2)C(=O)O)CC1	0.9	-0.2	5	5	15	0	0	-4	-8
CCOc1ccccc1N(C)C(=O)c1cc(S(=O)(=O)NCCc2ccc(Cl)cc2)ccc1F	0.0	0.0	0	4	/	10	-3	-9	-1
Cc1ccc(N(CC(=O)NC2CCCCC2)C(=O)CCCC(=O)Nc2ccccn2)c(C)c1	-0.1	-0.3	-11	-12	10	-1	0	-13	-7
OC1(c2ccc(F)cc2)CCN(Cc2ccccc2)C1 (stereo not drawn)	0.1	0.4	-19	-1	20	-5	3	-20	-8
O=C(c1ccccc1NS(=O)(=O)c1ccc2c(c1)OCCO2)N1CCOCC1	1.3	0.3	9	-3	-3	-1	-2	8	-2
CC12CCC(C(=O)N(CCCN3CCN(Cc4ccccc4)CC3)C1=O)C2(C)C (stereo not drawn)	0.1	0.4	-18	-7	9	6	1	-2	2
COc1ccc(N2C(=O)CCC2=O)cc1	1.4	0.4	17	13	34*	5	4	-14	-3
c1ccc(-n2nnnc2-c2cccnc2)cc1	-0.8	0.1	9	-3	-1	7	5	11	-2
N=C1c2ccccc2CN1c1ccc(S(=O)(=O)N2CCCCC2)cc1	0.7	/	/	11	/	-29	6	-15	-4
NC(=O)c1sc2nccc(Nc3ccccc3)c2c1N	0.2	0.4	18	14	9	14	6	-20	-3
O=C(c1cc(-c2ccc(O)cc2)on1)N1CCOCC1	0.2	0.0	/	2	11	-2	1	11	-10
COc1ccccc1NS(=O)(=O)c1cc(C(=O)N2CCCCCCC2)ccc1C	-0.5	0.2	-8	1	-11	4	2	-8	-3
CN(C)CC#Cc1cncc(C(=O)NNC(=O)Nc2ccc(Cl)cc2)c1	-0.1	1.4	-5	1	2	7	2	26	2
O=[N+]([O-])c1ccc2[nH]nc(-c3ccccc3)c2c1	-0.5	-0.2	-7	-1	-2	-1	2	-5	-7
CCOC(=O)CCCNC(=O)c1cncc(Br)c1	1.0	0.2	-5	7	-11	-19	2	2	-3
CCOC(=O)Cc1csc(NC(=O)CN(C)S(=O)(=O)c2cccc3cccnc23)n1	0.0	/	/	-1	/	-46*	5	/	/
Cc1c(/C=N\NC(=O)c2ccc([N+](=O)[O-])cc2)cnn1C	-0.1	0.0	-6	0	1	4	2	-4	-6
Cc1cc(SCc2ccc(Cl)cc2Cl)nc(=O)[nH]1	-0.3	0.4	-5	-6	1	13	5	10	-1
CCc1cc2c(=O)c(-c3nc4ccccc4n3C)c(C(C)C)oc2c(CN2CCN(C)CC2)c1O	-0.3	0.1	12	1	2	-3	-3	5	-5
CN1CCN(CCc2nc3cc(NC(=O)c4ccco4)ccc3n2C)CC1	0.1	1.0	4	1	-5	3	4	-11	7
Cc1ccc(Nc2c(C(C)C)c(C)c(C#N)c3nc4ccccc4n23)cc1	0.5	2.3	-2	-6	/	13	-2	-18	4
O=C1CC(=O)Nc2cc(S(=O)(=O)N3CCN(c4cccc(C(F)(F)F)c4)CC3)ccc2N1	1.5	-0.9	-2	-6	12	1	5	5	-7
CCCOC(=O)C(C)n1cnc2scc(-c3ccc(C)cc3)c2c1=O (stereo not drawn)	-0.5	-1.2	14	-4	-9	1	7	-22	0
COc1ccccc1N(C1=NCCCS1)S(=O)(=O)c1ccc(C(C)(C)C)cc1	1.0	-0.5	17	-8	-45	4	4	1	-6
CN(C)CCCNC(=O)CC(c1ccc(F)cc1)c1ccco1 (stereo not drawn)	0.0	/	-8	1	-6	3	1	-8	-9
O=C(c1cc(Br)ccc1Cl)N1CCN(c2ccc(N3CCOCC3)nn2)CC1	-0.2	-0.3	10	0	9	-9	0	-10	-2
Cc1nnc(N2CCN(c3ccccc3)CC2)[nH]c1=O	0.0	0.6	0	2	-9	0	-1	-2	0
CC(C)c1ccc(NC(=O)c2cc(S(=O)(=O)NCc3ccccc3Cl)ccc2F)cc1	0.2	0.2	13	8	/	2	1	-9	-3
NS(=O)(=O)c1ccc(NC(=O)C2Cc3ccccc3C(=O)O2)cc1 (stereo not drawn)	0.8	-0.2	1	3	16	-15	0	7	-6

Quoted from above for reference:
SMILES	TRHR ag	D2 ag	D2 potentiator	TRHR PAM	D2 antag	D1 antag	D1 ag	RXFP1 antagonist	D1 PAM
O=[N+]([O-])c1ccc2[nH]nc(-c3ccccc3)c2c1	-0.5	-0.2	-7	-1	-2	-1	2	-5	-7
CCOC(=O)CCCNC(=O)c1cncc(Br)c1	1.0	0.2	-5	7	-11	-19	2	2	-3

Entries above with fluorine, in the order listed:
SMILES	TRHR ag	D2 ag	D2 potentiator	TRHR PAM	D2 antag	D1 antag	D1 ag	RXFP1 antagonist	D1 PAM
Cc1[nH]nc2c1C(c1ccccc1F)CC(=O)N2 (stereo not drawn)	0.0	0.6	-1	4	-14	0	-1	-3	3
CCCCn1cc(S(=O)(=O)c2ccc(CC)cc2)c(=O)c2cc(F)c(N3CCOCC3)cc21	0.1	-0.1	-4	8	/	9	1	-11	1
Cc1cccc(NC(c2nnc(-c3ccccc3)o2)c2ccc(F)cc2Cl)c1C (stereo not drawn)	0.6	/	3	7	/	20	2	/	-6
CCOc1ccccc1N(C)C(=O)c1cc(S(=O)(=O)NCCc2ccc(Cl)cc2)ccc1F	0.0	0.0	0	4	/	10	-3	-9	-1
OC1(c2ccc(F)cc2)CCN(Cc2ccccc2)C1 (stereo not drawn)	0.1	0.4	-19	-1	20	-5	3	-20	-8
O=C1CC(=O)Nc2cc(S(=O)(=O)N3CCN(c4cccc(C(F)(F)F)c4)CC3)ccc2N1	1.5	-0.9	-2	-6	12	1	5	5	-7
CN(C)CCCNC(=O)CC(c1ccc(F)cc1)c1ccco1 (stereo not drawn)	0.0	/	-8	1	-6	3	1	-8	-9
CC(C)c1ccc(NC(=O)c2cc(S(=O)(=O)NCc3ccccc3Cl)ccc2F)cc1	0.2	0.2	13	8	/	2	1	-9	-3
